INS promoter inh – TRM-6 insulin promoter activity inhibition; inhibition, % at 2 µM; hit rate 0.9% among 130,000; TRM-6 cells (human fetal islet line), insulin promoter-eGFP reporter, imaging; reporter expression induced with tamoxifen;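 active = inhibition above the mean plus 3 SD, with well images judged a real hit on visual review, cut at about 60% in these data, passing the limit was not always enough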
SDO1 yeast rescue – sdo1-depleted yeast growth rescue; S. cerevisiae sdo1-depleted JHY4D growth rescue, OD600 30 h; active compounds read high; pdr5 snq2 efflux-pump mutant strain; z-score at 10 µM; hit rate 0.21% among 140,000; AID 817;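 active = z-score above 3 at both the 24 hr and the 30 hr optical density reads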;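 also: z-score against mean and SD of all compound wells on the same plate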
SDO1 yeast rescue Rescue 24 h – recorded beside SDO1 yeast rescue, whose call it bears; z-score; S. cerevisiae sdo1-depleted JHY4D growth rescue, OD600; measured here: growth rescue at 24 h;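 0 is the plate mean of compound wells and units are plate SD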
* hit, by the source's call; · = not tested or not shown. These rows are one share of the data (hit frequency here may not be typical).

SMILES	INS promoter inh	SDO1 yeast rescue	SDO1 yeast rescue Rescue 24 h
Cc1ccc(OCCn2cc(/C=C3\C(=O)NN(c4ccccc4)C3=O)c3ccccc32)cc1	-68.8	-1.37	-0.28
Nc1nonc1NC(=O)NN=C1CCCCC1	20.0	0.5	-0.89
N#Cc1c(NC(=O)COC(=O)c2ccc(F)cc2)sc2c1CCC2	·	-0.71	-0.87
COc1ccccc1CNC(=O)C1(NC(=O)Nc2ccc(C)cc2)CCCCC1	-81.8	·	·
CN(C)c1ccc(C=Nc2ccccc2C(N)=O)cc1	25.0	0.51	0.6
Cc1cccc(NC(=O)c2ccoc2C)n1	13.8	0.24	0.19
CNc1ccc(Br)cc(C(=O)/C=C/c2cccc(OC)c2OC)c1=O	30.0	-1.8	-1.37
CCc1ccc(/C(C)=N/Nc2cc(Cl)nc(C)n2)cc1	-14.3	-0.13	-0.22
O=C(OCC(=O)c1cccs1)C1=COCCO1	-3.9	-0.2	-0.73
CCCNC(=O)OC[C@H]1O[C@H](CCO/N=C/c2ccc(C(=O)N3[C@H](c4ccc(C)cc4)[C@@H](C)CC[C@H]3C(=O)OC)cc2)C=C[C@@H]1Oc1ccc(OC)cc1	23.8	0.52	0.17
O=C(NCCC1=CCCCC1)c1ccc(Cl)c(S(=O)(=O)N2CCOCC2)c1	-141.9	-0.78	-1.19
CC1C=Cc2ccccc2N1C(=O)c1ccccc1 (configuration not stated)	·	-1.14	-1.73
COC(=O)c1cc(=O)n(-c2ccccc2)c(=Nc2ccccc2)s1	5.0	-1.78	-1.64
CC(Cc1ccccc1)C(=O)N(C)Cc1ccccc1 (configuration not stated)	14.3	-0.09	0.06
C[C@@H]1CN(C(=O)c2nc3ccc(Cl)cn3c2CN[C@H]2CCCCNC2=O)C[C@H](C)O1	0.0	·	·
CN(C)c1ccc(NC(=O)c2cccc(C(=O)Nc3ccc(N(C)C)cc3)n2)cc1	15.6	-0.58	-0.5
Cc1ccc(C23CC4CC(CC(NC(=O)N5CCN(C)CC5)(C4)C2)C3)cc1	61.5	1.22	2
Cc1cccc(-c2nnc(SCC#N)n2-c2cccc(Cl)c2)c1	-15.8	-0.7	0.24
COC(=O)c1[nH]c2cccc(OC)c2c1NC(=O)CCN1CCN(c2cccc(Cl)c2)CC1	-46.7	0.21	-0.22
COc1ccc(C2CCCN2C(=O)Nc2ccc(Cl)cc2)cc1OC (configuration not stated)	·	-1.31	-1.39
CCCN(C(=O)Cc1nc(N)n[nH]1)C1(C(=O)Nc2ccccc2C)CCCCC1	-11.4	1.06	0.63
CCOC(=O)N1CCN(C(=O)CSc2nc3c(cnn3-c3ccccc3)c(=O)[nH]2)CC1	·	0.34	1.41
Cc1ccccc1S(=O)(=O)NC1OC(=O)C(Oc2ccccc2)=C1Br (configuration not stated)	-6.7	·	·
CCc1cc2c3c(c1)C1(C(=O)N3C(C)(C)CC2C)C(C#N)=C(N)N2C(=C1C#N)Nc1ccccc12 (configuration not stated)	·	-1.19	-1.05
CCN(C(=O)COC(=O)c1[nH]c(C)c(C(C)=O)c1C)C1CCS(=O)(=O)C1 (configuration not stated)	0.0	0.15	-0.6
CC(=O)[C@@]1(O)CC[C@H]2[C@@H]3CCC4=CC(=O)CC[C@]4(C)[C@H]3CC[C@@]21C	-95.2	-1.95	-1.41
O=C(NNC(=O)c1ccccc1[N+](=O)[O-])Nc1ccccc1C(F)(F)F	-66.7	·	·
CN(C)/C=C/C(=O)c1ccc(Br)s1	11.1	·	·
Cc1ccc2cc(C#N)c(NCCNC(=S)NCCCN(C)C)nc2c1C	40.0	·	·
CC(C)OCC(O)CN1CCNCC1 (configuration not stated)	-4.0	0.72	1.4
CCC(=O)Nc1ccc(Br)c(Cl)c1	62.5	0.1	-0.15
COc1ccc2nc(/C(C#N)=C\c3ccc(Oc4ccc([N+](=O)[O-])cn4)cc3)[nH]c2c1	-29.2	-0.53	0.21
COc1ccc(C(=O)CSc2nnc(CCc3ccccc3)n2-c2ccccc2)cc1	6.9	-0.91	-0.42
COc1cc(C(=O)NC2CCCc3ccccc32)ccc1OCC(=O)Nc1ccc(F)cc1 (configuration not stated)	-20.0	-0.81	0.15
CC(/C=C/c1ccc(N(C)C)cc1)=N/N=C1/NC(=O)CC(C(=O)Nc2ccc(Cl)cc2)S1 (configuration not stated)	-65.5	-0.75	-1.03
COc1cc(/C=C(\NC(=O)c2ccccc2)C(=O)NCCO)c([N+](=O)[O-])cc1OC	35.7	0.52	0.02
CCOC(=O)CSc1ccc2nnc(-c3ccccc3)n2n1	·	-1.05	-1.25
c1ccc(-c2nnc3sc(-c4cc5ccccc5o4)nn23)cc1	-44.4	-0.48	-0.39
O=C(NCc1ccccn1)C1CCN(S(=O)(=O)c2cnc[nH]2)CC1	·	1.91	2.21
COc1ccc(N(C)S(=O)(=O)c2cccc(C(=O)NC3CCCCC3C)c2)cc1 (configuration not stated)	-14.3	·	·
COc1ccc(OC)c(S(=O)(=O)Nc2ccc(Oc3ccccc3)cc2)c1	-26.5	-0.73	-0.44
O=C(Nc1ccc2c(c1)OCCO2)C1CCCN1S(=O)(=O)c1ccc(Cl)cc1 (configuration not stated)	-17.1	-0.31	0.21
O=c1cc(C(F)(F)F)nc(-c2cccnc2)[nH]1	-42.9	·	·
COc1cc2cc(CN(CCN3CCCC3)C(=O)Nc3ccc(F)cc3)c(=O)[nH]c2cc1OC	·	0.43	-0.06
COc1cc(C2C(C#N)=C(N)OC3=C2C(=O)CCC3)cc(OC)c1OC(=O)N1CCOCC1 (configuration not stated)	-12.1	0.57	0.75
CCN(CC)S(=O)(=O)c1ccc(N2CCOCC2)c(NC(=O)CCC2CCCCC2)c1	13.3	-0.24	0.03
Cc1nn(CC(=O)NCc2ccc(C(=O)O)cc2)c(C)c1[N+](=O)[O-]	-33.3	·	·
Cc1oc(/N=C/c2ccccc2O)c(C#N)c1C	18.2	0.52	-0.22
CCn1c(=O)cc(NC2=NCC(C)CN2c2cccc(Cl)c2)n(C)c1=O (configuration not stated)	·	-0.53	-0.92
CCn1c(COc2ccc(Cl)cc2)nnc1SCc1ccc(C#N)cc1	35.7	-1.13	-0.38
CCS(=O)(=O)N1N=C(c2cccc(NS(C)(=O)=O)c2)CC1c1ccccc1 (configuration not stated)	-385.0	·	·
COc1ccc(NC(=O)CC2SC(=NCC3CCCO3)NC2=O)cc1 (configuration not stated)	-3.1	0.19	0.47
Cc1cc(C(=O)COc2ccccc2C(N)=O)c(C)n1C1CC1	63.6	·	·
COc1ccc(CCN2C(=O)NC(NC(=O)CCc3ccccc3)(C(F)(F)F)C2=O)cc1OC (configuration not stated)	-74.1	1.26	0.59
Cc1ccc(-n2c(SCc3nc4ccccc4c(=O)[nH]3)nnc2-c2ccccc2O)cc1	0.0	-0.15	0.39
CC(C)CC(=O)Nc1ccc(S(=O)(=O)NCc2ccco2)cc1	-93.1	0.97	0.7
COC(=O)c1ccc(C(=O)OC)c(NC(=O)CN2CCN(c3ccc(OC)cc3)CC2)c1	-3.2	-0.34	0.09
O=C(Cc1ccccc1)NCCc1cccc(Cl)c1	-23.3	-0.38	-0.73
CCC(C)NS(=O)(=O)c1ccc(OCC(=O)Nc2ccc3c(c2)OCO3)cc1 (configuration not stated)	-12.5	0.29	0.15
COc1ccc(S(=O)(=O)N2CCC(C(=O)N3CCCCC3)CC2)cc1Cl	-157.1	-0.21	-0.43

The list continues:
SMILES	INS promoter inh	SDO1 yeast rescue	SDO1 yeast rescue Rescue 24 h
Cc1c(C(=O)N2CCN(c3ccccc3)CC2)sc2ncnc(N3CCN(c4ccccc4)CC3)c12	-11.9	·	·
O=S(Cc1ccc(Cl)cc1)c1ncc(CO)n1Cc1ccccc1 (configuration not stated)	20.9	·	·
Cc1ccc(S(=O)(=O)c2c(N)n(/N=C/c3ccco3)c3nc4ccccc4nc23)cc1C	-7.7	-0.3	0.06
CC(=O)c1nc2ccccc2n1S(=O)(=O)c1ccc(Cl)cc1	·	0.85	0.63
CCN(CC)CCNC(=O)NC(=O)c1ccc(Cl)cc1	-16.7	-0.39	-0.26
Cc1ccc(N2CCN(S(=O)(=O)c3ccc(F)cc3)CC2)c(C)c1	·	-2.81	-1.71
NC(=S)NN=C1c2cc(S(=O)(=O)N3CCOCC3)ccc2-c2ccc(S(=O)(=O)N3CCOCC3)cc21	·	1.32	1.62
c1ccc(-c2ncc(-c3ccn[nH]3)s2)cc1	54.5	·	·
O=C(CSc1nc2ccccc2o1)NCCOc1ccccc1	·	-0.71	0.45
COc1ccc(CN(C)C(C)C(=O)Nc2ccc(S(=O)(=O)N3CCCC3)cc2)c(OC)c1OC (configuration not stated)	7.1	·	·
Cc1cc(C)n2c(SCC(=O)N(C)C3CCCCC3)nnc2n1	15.0	·	·
Cc1ccc(N=C2NC(=O)/C(=C/C=C/c3ccco3)S2)cc1C	·	-1.22	-0.87
CCOc1ccccc1Nc1nc(-c2sc(NC(=O)c3cccc(Cl)c3)nc2C)cs1	·	-0.71	0.44
CC(=O)Oc1ccc2c(C)cc(=O)[nH]c2c1	·	0.99	1.06
CCC1CCc2c(n(C)c3ccccc3c2=O)O1 (configuration not stated)	·	0.53	0.81
Cc1nc(N2CCCC2C(=O)O)c2oc3ccccc3c2n1 (configuration not stated)	0.0	1.3	0.57
COc1ccccc1NC(=O)c1sc2ncn(Cc3cccc(C)c3)c(=O)c2c1C	-25.0	-0.11	1.89
COCCn1c(SCC(=O)Nc2nc3ccccc3s2)nnc1-c1ccoc1C	-9.7	-0.18	-0.16
OC(CNC1CCCc2ccccc21)COc1ccc2ccccc2c1 (configuration not stated)	26.7	-1	-2.24
O=C(Cc1ccccc1)c1c[nH]c(C(=O)NCc2ccncc2)c1	0.0	·	·
COC(=O)c1[nH]c2cccc(OC)c2c1NC(=O)CCN1CCN(c2ccccc2F)CC1	22.6	0.49	0.28
Cc1ccc(OCCCC(=O)Nc2ccc(S(=O)(=O)Nc3cc(C)on3)cc2)cc1	-15.4	0.65	0.23
COc1cccc(Nc2nc(=O)[nH]nc2C)c1	-21.1	0.19	-0.57
O=C(O)CCC(=O)N1N=C(c2ccco2)CC1c1cccs1 (configuration not stated)	25.9	0.11	-0.3

Reprinted from the part before: 4 entries, then new ones.
SMILES	INS promoter inh	SDO1 yeast rescue	SDO1 yeast rescue Rescue 24 h
COC(=O)c1[nH]c2cccc(OC)c2c1NC(=O)CCN1CCN(c2ccccc2F)CC1	22.6	0.49	0.28
Cc1ccc(OCCCC(=O)Nc2ccc(S(=O)(=O)Nc3cc(C)on3)cc2)cc1	-15.4	0.65	0.23
COc1cccc(Nc2nc(=O)[nH]nc2C)c1	-21.1	0.19	-0.57
O=C(O)CCC(=O)N1N=C(c2ccco2)CC1c1cccs1 (configuration not stated)	25.9	0.11	-0.3
CCC(O)(C#CCN1CCCCC1)CC	20.0	0.88	0.12
Cc1ccc(S(=O)(=O)N2CCCC(c3nc(-c4ccc(C)o4)no3)C2)cc1 (configuration not stated)	21.4	1.27	1.74
CCOC(=O)c1ccc(N2CSC3=C(C#N)C(c4cccs4)CC(=O)N3C2)cc1 (configuration not stated)	·	0.53	-0.11
Cc1cc(C(=O)Nc2ccc(C)c(S(=O)(=O)N3CCOCC3)c2)c(C)o1	-50.0	·	·
CCn1c(SCC(=O)N2CCN(c3cccc(Cl)c3)CC2)nc2ccccc2c1=O	3.5	-1.17	-0.75
CSc1c2c(nc3ncnn13)CCC2	9.8	0.72	-0.07
COc1cccc(N/C(N)=N/c2nc(C(F)(F)F)cc(C(F)(F)F)n2)c1	33.3	·	·
CC(=O)c1ccc(S(=O)(=O)N(Cc2cc3cc4c(cc3[nH]c2=O)OCCO4)CC2CCCO2)cc1 (configuration not stated)	-15.4	0.69	0.76
CC(C)c1cc(C(=O)Nc2cccc(Cl)c2)no1	6.5	-0.06	-0.35
CCOc1ccccc1NC(=S)N(CCN(C)C)C(C)c1ccncc1 (configuration not stated)	6.7	·	·
CCc1nnc(NC(=O)C2CCN(c3nccc(C)n3)CC2)s1	-29.7	0	-0.38
COC(=O)c1c(NC(=O)CSc2nnc(Cn3nnc4ccccc43)n2C)sc(C)c1C	-15.4	0.9	0.79
CCOc1ccc2oc(C(=O)NC3CC(C)(C)NC(C)(C)C3)c(C)c2c1	-21.4	·	·
Cc1cc(C)c(NC(=S)N(CCN(C)C)C(C)c2cccnc2)c(C)c1 (configuration not stated)	0.0	·	·
O=C(/C=C/c1ccc(Br)cc1)c1ccc(NC(=O)c2ccco2)cc1	24.1	-0.79	-0.09
N#Cc1c2n(c3c(=O)n(Cc4ccccc4Cl)cnc13)CCCC2	0.0	-1.38	-1.43

Rewritten in markdown: part of the list above.
| SMILES | INS promoter inh | SDO1 yeast rescue | SDO1 yeast rescue Rescue 24 h |
| --- | --- | --- | --- |
| COC(=O)c1c(NC(=O)CSc2nnc(Cn3nnc4ccccc43)n2C)sc(C)c1C | -15.4 | 0.9 | 0.79 |
| CCOc1ccc2oc(C(=O)NC3CC(C)(C)NC(C)(C)C3)c(C)c2c1 | -21.4 | · | · |
| Cc1cc(C)c(NC(=S)N(CCN(C)C)C(C)c2cccnc2)c(C)c1 (configuration not stated) | 0.0 | · | · |
| O=C(/C=C/c1ccc(Br)cc1)c1ccc(NC(=O)c2ccco2)cc1 | 24.1 | -0.79 | -0.09 |
| N#Cc1c2n(c3c(=O)n(Cc4ccccc4Cl)cnc13)CCCC2 | 0.0 | -1.38 | -1.43 |
